ALOX15 inhib – 15-hLO (ALOX15) enzyme inhibition. P16050. purified 15hLO-1, xylenol orange hydroperoxide absorbance. Potency, µM (top dose mostly 57.1 µM), for inactives: at the top dose activity change, negative = inhibition, actives largely listed as inhibitors. hit rate 1.4% among 74,000; further: potency means the concentration at half of the fitted maximal effect; on the % scale 0 is the no-effect control and ±100 the full control effect; nearly all actives have a fitted effect of over 55% in size
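Inhibition is scored from a chromogenic endpoint. After 15 min enzyme-compound contact, arachidonic acid (50 uM final) reacts 6 min with 40 nM 15hLO-1 at room temperature, then Fe-XO reagent is added for 30 min and absorbance ratio recorded.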
HADH2 inh – HADH2 (human) dehydrogenase inhibition | recombinant HADH2, NADH fluorescence, beta-hydroxybutyryl-CoA | Potency, µM (titrated, usually from 57.1 µM), for inactives: at the highest dose activity change, negative = inhibition, actives largely listed as inhibitors | hit rate 3.4% among 73,000 | Q99714; further: potency means the concentration at half of the fitted maximal effect; on the % scale 0 is the no-effect control and ±100 the full control effect; nearly all actives have a fitted effect of over 60% in size; many of its hits are not listed in these tables
Target sequence (Q99714 whole entry, looked up, one chain of several): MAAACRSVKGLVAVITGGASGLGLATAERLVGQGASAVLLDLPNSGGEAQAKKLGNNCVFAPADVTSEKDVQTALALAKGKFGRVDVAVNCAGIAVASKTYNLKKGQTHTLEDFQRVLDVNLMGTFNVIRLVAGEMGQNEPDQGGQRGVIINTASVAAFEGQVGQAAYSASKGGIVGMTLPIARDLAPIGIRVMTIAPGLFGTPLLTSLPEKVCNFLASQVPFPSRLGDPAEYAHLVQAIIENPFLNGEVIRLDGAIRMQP
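NADH fluorescence (ex 360/em 450 nm) read every 30 s for 4 min; activity taken as last-minus-first time point difference. Enzyme 20 nM, NAD+ 1 mM, beta-hydroxybutyryl-CoA 90 uM, pH 9.0 Tris buffer.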
Tau fil binding – binders of human tau filaments; P10636; recombinant tau filaments, thioflavin S fluorescence, 15 h; filaments grown with octadecylsulfate alongside compound; Potency, µM (series often up to 57.1 µM), for the others: at the top dose activity change, negative = inhibition; hit rate 2% among 71,000; AID 596;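 further: potency means the concentration at half of the fitted maximal effect; on the % scale 0 is the no-effect control and ±100 the full control effect; actives lower thioflavin S fluorescence by blocking filaments or displacing dye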
Target sequence (P10636 whole entry, looked up): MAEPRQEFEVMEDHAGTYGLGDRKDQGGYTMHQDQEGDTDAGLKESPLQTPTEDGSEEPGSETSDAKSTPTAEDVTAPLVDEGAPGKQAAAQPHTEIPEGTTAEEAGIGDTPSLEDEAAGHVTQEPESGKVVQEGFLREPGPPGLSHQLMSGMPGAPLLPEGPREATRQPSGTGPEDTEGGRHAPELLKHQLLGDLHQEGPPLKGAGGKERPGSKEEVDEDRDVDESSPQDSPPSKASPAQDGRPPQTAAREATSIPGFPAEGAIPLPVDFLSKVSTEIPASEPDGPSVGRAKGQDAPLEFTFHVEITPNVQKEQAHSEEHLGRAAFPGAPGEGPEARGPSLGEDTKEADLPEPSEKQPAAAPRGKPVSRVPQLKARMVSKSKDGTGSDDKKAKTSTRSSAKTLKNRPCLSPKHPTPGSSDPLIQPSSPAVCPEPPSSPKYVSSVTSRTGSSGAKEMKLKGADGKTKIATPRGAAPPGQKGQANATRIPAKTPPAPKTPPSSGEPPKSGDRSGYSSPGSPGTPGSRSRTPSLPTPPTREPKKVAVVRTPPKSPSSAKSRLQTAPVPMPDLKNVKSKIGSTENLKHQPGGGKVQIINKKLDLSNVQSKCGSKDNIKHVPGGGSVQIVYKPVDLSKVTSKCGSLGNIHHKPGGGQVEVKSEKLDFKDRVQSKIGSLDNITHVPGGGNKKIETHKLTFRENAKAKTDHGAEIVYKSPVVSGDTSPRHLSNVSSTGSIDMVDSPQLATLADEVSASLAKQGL
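Quantitative HTS: thioflavine S signal from ODS-induced tau filaments, excited at 450 nm, emission 510 nm. Conditions: 1 uM tau, 30 uM ODS, 15 h at 37 C, pH 7.4.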
CRE-bla Fsk – modulators of forskolin-stimulated CRE signaling in CHO cells; CHO CRE-bla reporter (cAMP response element driving beta-lactamase), forskolin EC10, beta-lactamase ratio; Potency, µM (series often up to 38.2 µM), inactives show top-dose activity change, negative = inhibition, most hits filed as activators; AID 662; hit rate 2.5% among 71,000; active means well fitted activation curve with a large enough effect in the signal ratio, with a control signal flat, not every such curve was filed as active; inconclusive means small, poorly fitted or top-dose-only effect, or effect the other way, or a change in a side signal; the % refers to the signal ratio; further: potency means the concentration at half of the fitted maximal effect; % of control where 0% means no effect
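CHO CRE-bla cells, overnight plating in Opti-MEM with 0.5% dialyzed FBS; cpd titration + EC10 NKH 477, 3 h 37 °C; CCF4 2 h RT; ex 405/em 460 vs 530 ratio → %Activity, AC50.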
Luciferase inh – blocks Photinus pyralis firefly luciferase activity; Potency, µM (top dose mostly 57.1 µM), for inactives: at the top dose activity change, negative = inhibition, actives largely listed as inhibitors; P08659; AID 411; hit rate 2.2% among 72,000; purified firefly luciferase, luminescence, 8 min; further: potency means the concentration at half of the fitted maximal effect; on the % scale 0 is the no-effect control and ±100 the full control effect; nearly all actives have a fitted effect of over 40% in size
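qHTS concentration-response profiling: light output of P. pyralis luciferase with luciferin and 10 uM ATP, imidazole buffer pH 7.2. Read by luminescence after 8-min room-temperature incubation.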
TexasRed autofl – compounds fluorescent in Texas Red spectral region. Compound fluorescence, Texas Red channel, 547/618 nm; stronger effect = higher value. max dye-equivalent concentration, M. hit rate 0.06% among 59,000. AID 587; in the data active means max dye-equivalent concentration above about 10 nM; inconclusive means between about 1.1 nM and that limit
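Compound titrations in 100 mM Tris pH 8.0 were incubated 15 min at room temperature and read at 547 nm excitation / 618 nm emission. Texas Red six-point standard curve on each plate converted fluorescence to dye-equivalent concentration.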
HBB splicing – modulators of hemoglobin beta chain splicing; HBB splicing reporter cell assay, activation; EGFP reporter with mutant IVS2-654 intron; response scale: normalised to 500 nM splice-correcting PNA; Potency, µM (highest dose often 46.1 µM), for the others: at the top dose activation, usual class: activators; hit rate 0.06% among 65,000; further: potency means the concentration at half of the fitted maximal effect; 0% is about no effect
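Compounds were applied for 2 days to HeLa EGFP-654 cells, 500/well in Optimem with 2% FCS. The reporter's EGFP is disrupted by mis-splicing of beta-globin intron IVS2-654. Readout: summed well GFP fluorescence from 488 nm laser scanning; reference was 500 nM antisense […] 654 PNA.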
ERK AVP inh – vasopressin-driven ERK pathway inhibition | hit rate 0.99% among 72,000 | Potency, µM (doses to about 57.5 µM), for the others: top-dose activity, negative = inhibition, actives largely listed as inhibitors | HEK293-V1b, vasopressin-stimulated pERK AlphaScreen; further: potency means the concentration at half of the fitted maximal effect; on the % scale 0 is the no-effect control and ±100 the full control effect; nearly all actives have a fitted effect of over 55% in size
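Overnight-seeded V1b-HEK293 cells in 1% FBS got compound, then vasopressin (25 nM final, 5 min, 37C), then lysis buffer. AlphaScreen detection of phospho-ERK; activity normalized to basal and full-stimulation controls.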
Hsp90 Hop PPI – changes Hsp90-Hop TPR2A binding signal, up or down. Potency, µM (doses to about 57 µM), for inactives: at the top dose activity change, negative = inhibition. AID 595. hit rate 0.44% among 71,000. AlphaScreen TPR2A-His6 binding biotin-Hsp90 C-terminal peptide; active means well fitted curve in either direction with a large enough effect; inconclusive means small, poorly fitted or top-dose-only effect, or another doubt; further: potency means the concentration at half of the fitted maximal effect; on the % scale 0 is the no-effect control and ±100 the full control effect; many of its hits are not listed in these tables
DNA Pol III inh – DNA polymerase III holoenzyme inhibition; hit rate 0.25% among 71,000; Potency, µM (doses to about 57.1 µM), inactives show at the highest dose activity change, negative = inhibition; reconstituted DNA polymerase III holoenzyme replication, biochemical; further: potency means the concentration at half of the fitted maximal effect; on the % scale 0 is the no-effect control and ±100 the full control effect
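Reconstituted *E. coli* holoenzyme (0.35 nM Pol III, 1 nM beta, 154 nM SSB, 2 nM primase) was preincubated with compound for 15 min at RT. Synthesis on 1.4 nM ssM13Gori ran 35 min, then was stopped with PicoGreen/EDTA and read as dsDNA fluorescence.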
Rhodamine autofl – rhodamine region autofluorescence; max dye-equivalent concentration, M; hit rate 0.05% among 59,000; Rhodamine-region fluorescence, 547/598 nm, Tris buffer; stronger effect = higher value; AID 594; in the data active means max dye-equivalent concentration above about 11 nM; inconclusive means between about 1.1 nM and that limit
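Intensities are converted to rhodamine-equivalent concentration using a six-point rhodamine standard on each plate. Compounds sit 15 min at room temperature in 100 mM Tris buffer, pH 8.0; read uses the 547/598 nm excitation/emission pair.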
Active calls of the source: *; i = inactive; u = inconclusive; x = not tested or not shown; [ ] = another dose, or the depositor's remark. Unless noted, the call rests on the fitted dose curve; in most records, active means well fitted curve in the direction sought with a large enough effect; inconclusive means small, poorly fitted or top-dose-only effect, or another doubt; inactive means no such curve, though single readings can be large; an effect the other way counts as inactive or inconclusive.

Structure,ALOX15 inhib,HADH2 inh,Tau fil binding,CRE-bla Fsk,Luciferase inh,TexasRed autofl,HBB splicing,ERK AVP inh,Hsp90 Hop PPI,DNA Pol III inh,Rhodamine autofl
O=C(O)c1ccc(C2SCC(=O)N2Cc2ccccc2)cc1 (stereo not given),5%,1%,2%,10%,0%,i,0.6%,6%,-1%,-4%,i
COc1ccc([C@H](O)c2ccccn2)cc1,-9%[11.4 µM],0%[11.4 µM],6%[11.4 µM],0%[7.6 µM],2%[11.4 µM],i,3.7%[9.22 µM],8%[11.5 µM],-2%[11 µM],1%[11.4 µM],i
O=C(NC1CCCC1)C(c1cccs1)N(Cc1ccco1)C(=O)Cn1nnc(-c2cccs2)n1 (stereo not given),-9%,10%,19%,2%,-4%,u,x,-12%,0%,1%,i
COc1cccc(NC(=O)CN2CCN(S(=O)(=O)c3ccc(C(C)C)cc3)CC2)c1,-12%,-1%,7%,7%,0%,i,-0.6%,20%,2%,-5%,i
CCOC(=O)c1cnc(SCC(=O)Nc2ccc(NC(C)=O)c(OC)c2)nc1N,10%,-7%,1%,u,-1%,i,x,6%,-2%,-5%,i
CCOC(=O)C12CNC(=O)C(C(=O)OCC)(CNC1=O)C2,15%,14%,-2%,-4%,1%,i,x,-14%,0%,-5%,i
COc1ccc(Cn2nnnc2C(c2cc(OC)ccc2OC)N2CCC(C(N)=O)CC2)cc1 (stereo not given),-1%,21%,0%,4%,4%,i,0.2%,-9%,-2%,3%,i
O=C(CC1c2ccccc2Oc2ccccc21)N1CCN(c2ccccn2)CC1,2%,11%,24%,2%,4%,x,-0.8%,u,-5%,3%,x

Next part; it opens with the 2 that closed the last part.
Structure,ALOX15 inhib,HADH2 inh,Tau fil binding,CRE-bla Fsk,Luciferase inh,TexasRed autofl,HBB splicing,ERK AVP inh,Hsp90 Hop PPI,DNA Pol III inh,Rhodamine autofl
COc1ccc(Cn2nnnc2C(c2cc(OC)ccc2OC)N2CCC(C(N)=O)CC2)cc1 (stereo not given),-1%,21%,0%,4%,4%,i,0.2%,-9%,-2%,3%,i
O=C(CC1c2ccccc2Oc2ccccc21)N1CCN(c2ccccn2)CC1,2%,11%,24%,2%,4%,x,-0.8%,u,-5%,3%,x
O=C(NCC1CCCO1)c1ccccc1-c1nc(-c2ccc(F)cc2)no1 (stereo not given),-10%,0%,0%,6%,2%,i,-2.4%,-2%,-2%,0%,i
CCOC(=O)c1c(COC(=O)c2ccco2)nc2ccccc2[n+]1[O-],1%,12%,8%,1%,4%,u,-0.9%,-11%,-4%,-7%,i
CCC[C@H]1C(=O)N2C(N(C)C)=Nc3ccc(C)cc3N2C1=O,-1%[25.6 µM],3%[25.6 µM],-8%[25.6 µM],u,-6%[25.5 µM],i,0.7%[20.6 µM],-5%[25.7 µM],-4%[26 µM],3%[25.6 µM],i
Brc1ccc(OCCn2ccnc2)cc1,29%,9%,-24%,u,-5%,x,-0.2%[9.22 µM],u,-6%,2%,x
CCOc1ccc(NC(=O)c2ccccc2CO)cc1,4%,1%,-3%,u,u,i,-0.3%,18%,1%,-6%,i
COc1cccc(-c2nc(CS(=O)(=O)CC(=O)Nc3cc(C)ccc3C)c(C)o2)c1,6%,-8%,i,-8%,4%,x,-1.5%,-22%,3%,-11%,x
O=C1Nc2cc3c(cc2Sc2ccccc21)OCCO3,19%,-6%,16%,u,7%,i,0.1%,u,-7%,-5%,i
Cc1c(OC(=O)CNC(=O)OC(C)(C)C)ccc2c3c(c(=O)oc12)CCC3,2%,i,22%,u,2%,i,7.5%[0.369 µM],-18%,-1%,0%,i

Structure,ALOX15 inhib,HADH2 inh,Tau fil binding,CRE-bla Fsk,Luciferase inh,TexasRed autofl,HBB splicing,ERK AVP inh,Hsp90 Hop PPI,DNA Pol III inh,Rhodamine autofl
Cc1ccccc1-n1c(=O)cc(NCC2CCCO2)[nH]c1=O (stereo not given),-1%,4%,10%,9%,-1%,i,2.9%,3%,0%,10%,i
COc1ccc2c(c1OC)C(=O)N(c1ncn[nH]1)C2,3%,17%,-6%,u,1%,i,-1.2%,-9%,-13%,2%,i
Cc1csc2c(=O)n3c(nc12)CCCCC3,-8%,-9%,-6%,u,2%,i,4.9%[0.369 µM],-9%,-4%,-7%,i
CC(C)C1C(C#N)=C(N)Oc2n[nH]c(-c3ccccc3)c21 (stereo not given),-16%,-15%,5%,-5%,2%,u,-0.4%,-16%,-3%,0%,i
CCCOc1ccc(C2C(C(=O)c3ccc(C)o3)=C(O)C(=O)N2Cc2cccnc2)cc1 (stereo not given),19%,-9%,0%,1%,2%,i,-0.4%,-6%,-5%,0%,i
Cc1ccc(P(=O)(CC(=O)O)c2ccc(C)cc2)cc1,-3%,8%,-12%,12%,1%,i,3.7%[0.369 µM],-14%,-2%,-4%,i
COc1ccccc1OCCSc1nnnn1-c1ccc(C)cc1,-15%,-9%,-3%,u,-9%,x,-0.3%,x,u,1%,x
COC(=O)[C@@]1(Cc2ccc(OC)cc2)[C@H]2c3cc(C(=O)N(C)C)n(Cc4c(CO)[nH]cc(C)c4=O)c3C[C@H]2CN1C(=O)c1ccccc1,x,3%,-3%,-16%,x,x,1.5%,11%,-9%,-11%,x

Structure,ALOX15 inhib,HADH2 inh,Tau fil binding,CRE-bla Fsk,Luciferase inh,TexasRed autofl,HBB splicing,ERK AVP inh,Hsp90 Hop PPI,DNA Pol III inh,Rhodamine autofl
CC(C)NC(=O)CN(CCc1ccccc1)S(C)(=O)=O,6%,8%,0%,-10%,2%,i,-0.5%,0%,-1%,-2%,i
Cc1c(/C(O)=C2/C(=O)C(=O)N(CCN3CCOCC3)C2c2cccs2)cnn1-c1ccccc1 (stereo not given),-17%,-20%,19%,u,13µM*,u,-1.2%[57.5 µM],1%,-7%,-4%,i
Clc1cccc(CSc2nnc(-c3ccccn3)n2Cc2ccco2)c1,-2%,2%,-6%,13%,1%,i,-0.9%,-12%,-10%,-2%,i
COc1ccc2ccccc2c1CN1CCN(C(=O)c2ccccc2)CC1,-13%[11.4 µM],-4%[11.4 µM],6%[11.4 µM],u,0%,x,-3.7%[0.0738 µM],-28%,-6%[11 µM],3%[11.4 µM],x
CCOc1ccc(NC(=O)CSc2nnnn2CC(=O)O)cc1,1%,5%,-7%,-1%,-3%,i,x,3%,2%,-3%,i
O=C(Cn1c(=O)oc2ccccc21)Nc1ccc2c(c1)OCCO2,5%,1%,-4%,-14%,1%,i,-0.4%,-15%,2%,-1%,i
O=c1c2ccccc2c2ccccc2c(=O)n1CC1CCCO1 (stereo not given),0%,-14%,2%,1%,0%,x,1.0%,-14%,-4%,-4%,x
COc1ccc(S(=O)(=O)N(CC(=O)N2CCN(C)CC2)c2ccccc2)cc1OC,9%,6%,3%,4%,-2%,i,x,7%,0%,-4%,i

Structure,ALOX15 inhib,HADH2 inh,Tau fil binding,CRE-bla Fsk,Luciferase inh,TexasRed autofl,HBB splicing,ERK AVP inh,Hsp90 Hop PPI,DNA Pol III inh,Rhodamine autofl
O=C(CN1CCOCC1)N1CCc2ccccc2C(c2ccccc2)C1 (stereo not given),8%,-11%,5%,4%,-4%,i,2.1%,-13%,-3%,1%,i
Fc1ccc(C(c2ccc(F)cc2)N2CCN(C/C=C\c3ccccc3)CC2)cc1,3%[25.6 µM],0%,89%,u,0%,i,-2.4%[20.6 µM],u,2%,-2%,i
COCCn1c(=O)c(-c2cccs2)nc2cnc(N3CCOCC3)nc21,-1%,18%,i,2µM*,1%[11.4 µM],i,-0.5%,19%,2%,0%,i
O[C@@H]1[C@@H]2c3cc4c(cc3CN3CCC(=C[C@@H]1O)[C@H]23)OCO4,11%[25.6 µM],6%[25.6 µM],0%[25.6 µM],0.79µM*,-3%[25.5 µM],i,0.4%[20.6 µM],u,-4%[26 µM],0%[25.6 µM],i
CN1CCN(c2nc3c(c(=O)[nH]c(=O)n3C)n2CCSc2nc3ccccc3s2)CC1,5%,6%,-3%,5%,1%,x,-0.6%,x,1%,0%,x
COc1cccc([C@@H]2Oc3ccc(OC)cc3/C(=N/O[C@@H](C)c3cc(-c4c(C)cc(C)cc4C)no3)[C@@H]2O)c1,-4%[11.4 µM],-3%[11.4 µM],x,x,0%[11.4 µM],x,-1.6%[9.22 µM],12%[11.5 µM],x,x,x

Compound activity deposited in PubChem BioAssay by National Center for Advancing Translational Sciences (NCATS).

These rows are one share of the data; count on the stated rates, not on these rows.
